Gli-Sufu antag: blocks Gli-Sufu signaling in a luciferase reporter; Sufu-KO-LIGHT fibroblasts, Gli luciferase reporter luminescence; hit rate 0.74% among 340,000; inhibition, % at 5 µM;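 active = inhibition above about 55%, limit read from the data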;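 note: 0% = DMSO-treated cells and 100% = wells with medium but no cells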
CCR6 antagonist: CCR6 (human) receptor antagonism. hit rate 0.49% among 340,000. inhibition, % at 20 µM. P51684. CHO-K1 CCR6 PathHunter beta-arrestin, luminescence, CCL20-stimulated;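 active = compounds whose inhibition of the agonist-driven luminescence signal at 20 µM reaches about 50%, limit read from the data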;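 note: cells stimulated with CCL20 at 14 nM final; plate controls were DMSO with CCL20 for no effect and DMSO without agonist for full effect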
Target sequence (P51684 whole entry, looked up): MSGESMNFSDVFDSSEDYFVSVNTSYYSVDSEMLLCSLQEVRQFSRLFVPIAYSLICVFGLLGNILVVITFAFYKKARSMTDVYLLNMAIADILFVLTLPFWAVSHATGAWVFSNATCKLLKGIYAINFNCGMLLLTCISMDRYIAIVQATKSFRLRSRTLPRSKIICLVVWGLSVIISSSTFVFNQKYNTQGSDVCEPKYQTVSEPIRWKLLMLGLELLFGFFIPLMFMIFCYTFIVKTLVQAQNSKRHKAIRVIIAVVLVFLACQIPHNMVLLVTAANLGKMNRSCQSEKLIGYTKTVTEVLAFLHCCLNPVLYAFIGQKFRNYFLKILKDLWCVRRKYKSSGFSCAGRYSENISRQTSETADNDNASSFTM
SENP8 block: SENP8 protease inhibition; Q96LD8; purified SENP8, Z-RLRGG-aminoluciferin cleavage, luminescence; inhibition, % at 10 µM; hit rate 1.2% among 330,000
Target sequence (Q96LD8 whole entry, looked up): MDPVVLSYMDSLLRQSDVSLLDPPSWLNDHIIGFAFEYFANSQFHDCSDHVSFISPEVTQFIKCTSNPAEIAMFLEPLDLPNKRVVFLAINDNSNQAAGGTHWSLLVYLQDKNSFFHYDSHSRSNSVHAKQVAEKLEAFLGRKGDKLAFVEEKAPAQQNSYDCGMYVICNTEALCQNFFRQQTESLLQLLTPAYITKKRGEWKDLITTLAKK
Jurkat NFkB inh: lowers PMA/ionomycin-induced NF-kB signal in Jurkat cells; AID 435003; hit rate 0.53% among 330,000; PMA/ionomycin-induced NF-kB luciferase reporter, luminescence; inhibition, % at 4 µM
EBI2 antag: antagonists of human EBI2 receptor. P32249. EBI2 beta-arrestin recruitment, luminescence, 7a,25-OHC stimulated. inhibition, % at 5 µM. hit rate 0.81% among 360,000. AID 651636; in the data active = inhibition above about 38%;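 note: enzyme fragment complementation signal reports receptor beta-arrestin coupling in cells; 0% = agonist plus DMSO wells and 100% = wells without agonist; some results beyond the cut were filed as inactive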
Apaf1 inhib: human Apaf-1 inhibition. inhibition, % at 20 µM. hit rate 0.71% among 330,000. reconstituted apoptosome caspase-3 activity, DEVD-Rh110 fluorescence. O14727; active = inhibition of at least 40% at 20 µM;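 note: plate controls were DMSO wells for no effect and DEVD-CHO caspase inhibitor wells for full effect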
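System: reconstituted apoptosome with Apaf-1, cytochrome c, caspase-9, procaspase-3, dATP; Signal: Rh110 fluorescence intensity; Schedule: 30 min compound preincubation, 50 min activation, room temperature; Reagent: cytochrome c trigger plus (Z-DEVD)2-Rh110 caspase-3 substrate.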
UBC13 polyUb: inhibitors of human UBC13 polyubiquitin chain formation | hit rate 0.47% among 330,000 | inhibition, % at 20 µM | TR-FRET | P61088; in the data active = inhibition above about 45%, passing the limit was not always enough
Target sequence (P61088 whole entry, looked up): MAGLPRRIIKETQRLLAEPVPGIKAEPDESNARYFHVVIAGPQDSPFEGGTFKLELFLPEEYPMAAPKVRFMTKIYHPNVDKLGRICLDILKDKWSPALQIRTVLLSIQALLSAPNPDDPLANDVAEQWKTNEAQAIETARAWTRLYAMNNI
697 NFkB inh: inhibitors of the PMA/ionomycin-induced NF-kB reporter in 697 B cells. 697 B-cell NF-kB luciferase reporter, 16 h. inhibition, % at 4 µM. hit rate 0.33% among 330,000; in the data active = inhibition above about 35%
Numbers without * were called inactive; . = not tested or not shown. Cut-off read from the data, not from the text of the source, unless noted: active = inhibition above about 50%; inactive = the rest.

Values in the order – Gli-Sufu antag	CCR6 antagonist	SENP8 block	Jurkat NFkB inh	EBI2 antag	Apaf1 inhib	UBC13 polyUb	697 NFkB inh
> CC(CCc1ccccc1)NC(=O)c1ccc(NC(=O)c2ccccc2)cc1 (stereo unspecified)
 : 8	14	6	-9	2	-5	5	4
> CCN(CC)CCN(Cc1cc2cc3c(cc2[nH]c1=O)OCO3)C(=S)NC
 : 16	3	6	0	0	-16	8	10
> CC1(C2CC2)NC(=O)NC1=O (stereo unspecified)
 : -16	0	1	6	-8	-4	-3	-3
> O=C(NC1CC2CCCC(C1)N2S(=O)(=O)c1ccccc1)C1CCCCC1 (stereo unspecified)
 : 2	-4	-5	8	2	1	-4	10
> Cc1cccc(CN2CCN(Cc3nc4c(s3)CCCC4)CC2CCO)n1 (stereo unspecified)
 : -8	3	-9	3	2	-3	-6	-23
> COc1ccccc1C(CC(=O)Nc1nccs1)c1ccco1 (stereo unspecified)
 : -3	-4	4	6	12	-1	-2	3
> Cc1c(CC(=O)N2CCN(C(=O)C3COc4ccccc4O3)CC2)c(=O)oc2c(C)c(O)ccc12 (stereo unspecified)
 : 9	4	-2	-1	4	11	16	-20
> O=C(COC(=O)c1ccccc1Br)Nc1nnc(-c2ccccc2)o1
 : -7	8	-2	-6	-9	2	-4	9
> CC1(CCc2ccccc2)NC(=O)N(CC(=O)Nc2c(F)cccc2F)C1=O (stereo unspecified)
 : -1	2	-6	-5	2	-8	11	22
> c1coc(Cn2c(SCc3nc4ccccc4[nH]3)nnc2-c2cnccn2)c1
 : 10	8	-2	13	3	8	-14	-2
> COc1cc(OC)c(NC(=O)CNC(=O)Cn2ccc3ccccc3c2=O)cc1Cl
 : 4	13	3	26	-9	-1	10	12
> COC(=O)[C@@]12CCCN1[C@H](c1ccc(SC3CCCCC3)cc1)[C@H]1C(=O)N(C)C(=O)[C@H]12
 : 4	6	3	6	-3	3	0	10
> CCN(CC)S(=O)(=O)c1ccc(OCC(=O)NCc2ccccc2)cc1
 : -1	-10	-2	8	12	-6	6	5
> Cc1ccc([N+](=O)[O-])cc1NC(=O)Cc1cccs1
 : -10	15	3	11	-8	3	3	9
> COc1cc(-c2noc(C)c2C(=O)NCc2ccc(C)o2)cc(OC)c1OC
 : -4	11	1	9	-3	1	9	2
> O=C(c1cccc(F)c1)N1CCN(S(=O)(=O)c2ccccc2)CC1
 : 6	-11	3	-1	-2	-12	3	15
> CCOC(=O)C1=C(COC(=O)COc2cccc(C)c2C)NC(=O)NC1C (stereo unspecified)
 : -7	9	-3	13	-5	-1	-2	6
> CC[C@H](C)[C@H](NC(=O)c1ccccc1)C(=O)Nc1ccc(S(=O)(=O)Nc2cc(C)nc(C)n2)cc1
 : 8	7	-6	-1	-2	0	-10	-8
> O=C(Nc1ccc(F)cc1)N1CCN(C(=O)C2CCCO2)CC1 (stereo unspecified)
 : -18	5	-6	-3	3	0	-2	22
> Cc1cc(C(=O)NNC(=O)c2cccc(N(C)C)c2)c(C)o1
 : -6	-2	-1	8	-5	-4	12	5
> CC(C)COc1cccc(C(=O)Nc2ccc(N3CCOCC3)cc2N2CCOCC2)c1
 : 22	14	11	6	20	32	1	4
> N#Cc1ncc(C(F)(F)F)cc1Sc1ccc(N)cc1
 : -3	33	4	-9	-6	1	16	-12
> Cc1c(CC(=O)O)c(=O)oc2c(C)c3occ(-c4ccccc4)c3cc12
 : .	1	1	17	1	8	-6	-5
> Cc1nn(C)c(C)c1S(=O)(=O)N1CCCC(C(=O)NCC2COc3ccccc3O2)C1 (stereo unspecified)
 : 4	12	-3	9	-3	9	10	-7
> COCC(=O)N1CCCC(C(=O)c2ccc3c4c(cccc24)CC3)C1 (stereo unspecified)
 : -2	4	-1	7	-5	4	19	20
> CCOC(=O)Cn1c(C)nc2c(C(=O)OCC)sc(C)c2c1=O
 : 3	0	2	4	10	-8	7	22
> CC(=O)c1cccc(NC(=O)CCS(=O)(=O)c2ccc(Br)s2)c1
 : 32	6	3	-1	-2	0	14	11
> O=C(NCCCc1ccncc1)C1CCC(=O)N(CCc2cccc(F)c2)C1 (stereo unspecified)
 : -11	4	2	-1	-2	-4	0	-7
> CC12CCC(=O)N1C(C(=O)Nc1nc3ccc(Cl)cc3s1)CS2 (stereo unspecified)
 : 0	6	11	1	-4	21	-2	-4
> CCCCOc1ccc(-c2nnn(CC(=O)Nc3ncc(CC(=O)OCC)s3)n2)cc1
 : -10	-14	-9	-8	-8	15	-2	6
> COc1ccc(-c2cn(CCCOCc3ccccc3)nn2)cc1
 : 6	9	0	-4	-1	4	3	-5
> CC(=O)O[C@H]1[C@H](C)OC=C[C@@H]1OC(C)=O
 : -5	13	-16	10	5	7	-1	-17
> COCCCN(C(=O)C1CCCCC1)c1c(N)n(Cc2ccccc2)c(=O)[nH]c1=O
 : -1	13	-4	-4	9	-2	-9	-13
> CC(Oc1ccccc1Cl)C(=O)N1CCCN(C)CC1 (stereo unspecified)
 : -8	-5	-7	-1	3	4	-2	1
> C/C(=N\O)C1CCCCC1
 : .	.	-3	-3	.	3	-4	6
> CC(C)Oc1cccc(C(=O)NC(=S)Nc2cccc(NC(=O)c3ccccc3Cl)c2)c1
 : -1	28	-16	10	12	1	-11	-39
> CCCOP(=O)(c1ccc(N(C)C)cc1)C(O)c1cccnc1 (stereo unspecified)
 : 1	-3	-3	-11	-3	-6	0	-10
> CC(=O)c1cccc(NC(=O)C2CCCN2S(=O)(=O)c2cccc3cccnc23)c1 (stereo unspecified)
 : 5	8	-2	13	-2	-1	3	-4
> CCCOc1ccc(CNC(=O)C2CCN(c3nn4c(=O)cc(C)nc4s3)CC2)cc1
 : 10	10	8	13	-1	7	-3	-2
> O=C(COc1ccc(-c2ccccc2)cc1)NNC(=O)NC1CCCCC1
 : -3	12	-5	3	2	10	6	2
> Cc1cc(N2CCOCC2)nc2ccc(NC(=O)CCC(=O)N3CCN(c4ccccc4F)CC3)cc12
 : -36	-13	12	-43	-8	12	0	-58
> Cc1cc(C)c(C)c(OCCCN(C)C)c1
 : -1	0	-2	6	-21	-1	8	19
> CN(C)C(CNC(=O)c1ccc(Br)cc1)c1ccco1 (stereo unspecified)
 : 16	13	-6	-13	7	5	-1	2
> O=c1c2[nH]c3ccc(F)cc3c2nc2n1CCCS2
 : -1	12	5	-27	-3	2	-2	15
> CC(=O)c1c(C)[nH]c(C(=O)CN2C(=O)NC(C)(c3ccc4c(c3)OCO4)C2=O)c1C (stereo unspecified)
 : 3	3	7	7	0	1	-1	24
> CCN(CC)CCN(C(=O)c1ccc(N2C(=O)CCC2=O)cc1)c1nc2cc3c(cc2s1)OCO3
 : .	.	1	-7	.	-32	-3	13
> O=C(CC1SC(N2CCOCC2)=NC1=O)Nc1ccccc1Cl (stereo unspecified)
 : -7	-4	-5	-6	-6	6	7	3
> Cc1ccsc1C(=O)OCC(=O)N1C(C)CCCC1C (stereo unspecified)
 : -1	8	-7	-6	-1	0	-6	3
> O=C(NC(=S)NNC(=O)c1cc2ccccc2cc1O)c1ccco1
 : -13	17	61*	-10	12	-22	32	-63
> O=C(CCCc1nc(-c2ccccc2Cl)no1)NCc1cccnc1
 : 3	-2	1	5	-1	-1	11	-24

Next section.
Values in the order – Gli-Sufu antag	CCR6 antagonist	SENP8 block	Jurkat NFkB inh	EBI2 antag	Apaf1 inhib	UBC13 polyUb	697 NFkB inh
> O=C(c1cc(-c2ccc(F)cc2)on1)N1CCCc2ccccc21
 : -27	7	-2	-22	10	-2	8	-13
> O=C(Nc1ccc2c(c1)OCO2)C1CCN(S(=O)(=O)c2ccc3c(c2)OCCO3)CC1
 : 6	1	-1	-5	6	-12	4	-14
> CSc1nnc(CCNC(=O)OC(C)(C)C)o1
 : 2	-4	3	13	-13	-3	1	3
> Cc1ccc2c(c1)N(CC(=O)NCCCN1CCCCC1C)C(=O)c1cccnc1O2 (stereo unspecified)
 : -1	-6	1	7	3	9	1	-5
> CC(=O)Nc1sc(C)c(C)c1C(=O)OCC(=O)NC(C)c1ccccc1 (stereo unspecified)
 : 3	6	-1	7	1	-2	4	-4
> O=S(=O)(NC1c2cccc3cccc(c23)C1N1CCNCC1)c1ccccc1 (stereo unspecified)
 : 12	-1	-5	6	4	11	-11	5
> O=C(NC(=S)Nc1ncccn1)c1ccccc1Br
 : -4	2	11	-8	1	-1	-2	-27
> COc1ccc(OCC(=O)Nc2cc(S(=O)(=O)N3CCCC3)ccc2Cl)cc1
 : -1	2	-7	7	-7	5	5	9
> O=C(COC(=O)c1cc(S(=O)(=O)N2CCOCC2)ccc1O)NCc1ccc2c(c1)OCO2
 : -11	10	1	1	-9	3	5	13
> O=C(COc1cccc(-n2cnnn2)c1)Nc1ccccc1
 : 2	7	-6	-7	4	-6	4	5
> CCOC(=O)c1ccc(CC2S/C(=C(\C#N)C(C)=O)NC2=O)cc1 (stereo unspecified)
 : 5	-1	-7	2	3	2	-3	-12
> CNC(=S)N1N=C(c2cccs2)CC1c1ccc(F)cc1 (stereo unspecified)
 : .	16	-7	4	8	7	-5	-10
> O=c1/c(=C/c2ccco2)sc2n1CN(c1cccc(Br)c1)CN=2
 : 11	27	9	-4	-11	13	-6	-8
> Cc1ccc(/C=C/C(=O)c2ccccc(=O)c2O)c(C)c1
 : -2	29	-11	1	11	-7	-24	-29
> COc1ccc(S(=O)(=O)CCC(=O)N2CCN(c3ccc([N+](=O)[O-])cc3)CC2)cc1
 : 39	18	2	21	-2	0	-5	-7
> Cc1cc(C)nc(NC(=O)c2c(-c3ccccc3Cl)noc2C)n1
 : -2	-11	-7	8	-14	0	-2	4
> CS(=O)(=O)N(CC(=O)N1CCC(C(N)=O)CC1)c1ccc(Cl)c(C(F)(F)F)c1
 : 4	7	5	1	-8	-2	-2	8
> Cc1cc(NC(=O)c2ccccc2C)no1
 : -52	9	2	-66	-3	-5	-2	-66
> COc1ccccc1C(=O)NCC(=O)N1CCN(c2ncccn2)CC1
 : -4	-1	1	4	-4	-5	-14	6
> Cc1ccccc1-c1cc(-c2ccccc2O)n[nH]1
 : 2	11	71*	-106	14	13	16	-166

Full records as entered above:
CNC(=S)N1N=C(c2cccs2)CC1c1ccc(F)cc1 (stereo unspecified) in the list: Gli-Sufu antag = .; CCR6 antagonist = 16; SENP8 block = -7; Jurkat NFkB inh = 4; EBI2 antag = 8; Apaf1 inhib = 7; UBC13 polyUb = -5; 697 NFkB inh = -10
Cc1cc(C)nc(NC(=O)c2c(-c3ccccc3Cl)noc2C)n1 in the list: Gli-Sufu antag = -2; CCR6 antagonist = -11; SENP8 block = -7; Jurkat NFkB inh = 8; EBI2 antag = -14; Apaf1 inhib = 0; UBC13 polyUb = -2; 697 NFkB inh = 4
Cc1ccc(/C=C/C(=O)c2ccccc(=O)c2O)c(C)c1 in the list: Gli-Sufu antag = -2; CCR6 antagonist = 29; SENP8 block = -11; Jurkat NFkB inh = 1; EBI2 antag = 11; Apaf1 inhib = -7; UBC13 polyUb = -24; 697 NFkB inh = -29

Further results:
Values in the order – Gli-Sufu antag	CCR6 antagonist	SENP8 block	Jurkat NFkB inh	EBI2 antag	Apaf1 inhib	UBC13 polyUb	697 NFkB inh
> CN1CCCC(OC(=O)c2cc(F)c(F)c(F)c2F)C1 (stereo unspecified)
 : 2	9	-6	4	-5	3	2	-4
> CC(=O)c1ccc(N2CCN(C(=O)c3cc4c(-c5ccccc5F)nn(C)c4s3)CC2)cc1
 : -1	-2	-8	-7	5	19	17	-11
> O=C(NNC1=C(C(=O)C(F)(F)F)CCC1)c1ccncc1
 : -7	7	-3	7	8	14	-9	-9
> O=C(/C=C/c1ccc2c(c1)OCO2)NCc1ccc(F)cc1
 : -9	16	-4	-16	11	2	-5	-5
> CSc1nn2cc(CCN3CCOCC3)c(-c3ccc(F)cc3)nc2c1C#N
 : -11	-7	11	10	2	-19	5	4
> CSc1nc(N)c2c(n1)OC(N)=C(C#N)C2c1cccnc1 (stereo unspecified)
 : 22	-7	8	0	1	-17	4	17
> NS(=O)(=O)c1ccc(NC(=O)c2cccc(N3C(=O)c4ccccc4C3=O)c2)cc1
 : -2	8	22	4	2	11	2	3
> O=C(C1=NN[C@@H]2C(=O)N(c3ccccc3C(F)(F)F)C(=O)[C@H]12)C(c1ccccc1)c1ccccc1
 : -3	-2	-3	0	-5	19	-8	-3
> Cc1cc(NC(=O)CSc2nc(=O)cc(N)n2-c2ccc(C)c(C)c2)no1
 : -13	-6	-2	7	-11	3	-3	7

Compound activity: PubChem, Sanford-Burnham Center for Chemical Genomics

A portion of the library (hit frequency here may not be typical).
